Neddyl block – cullin neddylation inhibition | AID 651699 | TR-FRET cullin neddylation, biochemical | 360,000 tested, 0.58% active | P61081+Q13564 | calls only at 25 µM; in the data active means inhibition above about 36%
Rin1 Abl inh – blocks binding of human Rin1 to Abl; TR-FRET Rin1/Abl binding, biochemical; P00519+Q13671; inhibition, % at 7.35 µM; 360,000 tested, 0.4% active; AID 588664; in the data active means inhibition above about 5%, passing the limit was not always enough
FAS-TE inh – inhibitors of human fatty acid synthase thioesterase domain | recombinant FAS-TE, OMFH fluorogenic substrate, fluorescence endpoint | inhibition, % at 15 µM | P49327 | 360,000 tested, 0.67% active;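 active means compounds whose normalised, plate-corrected inhibition of enzyme fluorescence in the single-dose primary screen is 50% or more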;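 further: 0% = DMSO with enzyme and 100% = substrate without enzyme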
NadD block – NadD (S. aureus) enzyme inhibition | purified NadD enzyme, colorimetric absorbance read-out | inhibition, % at 20 µM | 360,000 tested, 0.78% active | AID 602399; in the data active means inhibition above about 26%; further: some compounds past the cut are filed as inactive
MT1-MMP act inh – MT1-MMP (human) activation inhibition; HT1080 RFP-PRO-GFP cells, GFP/RFP ratio fluorescence, overnight; percent of plate control window, DMSO zero; GFP/RFP ratio change, % at 20 µM; 360,000 tested, 0.061% active;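 active means GFP/RFP ratio change of at least 30% with cell ATP level not reduced by more than half and red fluorescence within 50% of control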; further: strong numbers were not always called active
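system = RFP-PRO-GFP reporter HT1080 cells | dosing = 20 µM single dose, 1% DMSO | timing = overnight cell settling, then overnight compound exposure, 37 °C, 5% CO2 | read-out basis = GFP/RFP fluorescence ratio | controls = DMSO and RFP-L50D-GFP cell wells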
PABP1 MLLE inh – inhibitors of microRNA-mediated deadenylation, human PABP1 MLLE binding; GST-MLLE / FITC-PAM2 fluorescence polarization; AID 588489; P11940; 360,000 tested, 0.36% active; inhibition, % at 20 µM; in the data active means inhibition above about 35%, passing the limit was not always enough;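 further: plate controls were DMSO wells with GST-MLLE for no effect and wells lacking GST-MLLE protein for full effect; some results filed as inactive read as strong as hits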
Target sequence (P11940 whole entry, looked up): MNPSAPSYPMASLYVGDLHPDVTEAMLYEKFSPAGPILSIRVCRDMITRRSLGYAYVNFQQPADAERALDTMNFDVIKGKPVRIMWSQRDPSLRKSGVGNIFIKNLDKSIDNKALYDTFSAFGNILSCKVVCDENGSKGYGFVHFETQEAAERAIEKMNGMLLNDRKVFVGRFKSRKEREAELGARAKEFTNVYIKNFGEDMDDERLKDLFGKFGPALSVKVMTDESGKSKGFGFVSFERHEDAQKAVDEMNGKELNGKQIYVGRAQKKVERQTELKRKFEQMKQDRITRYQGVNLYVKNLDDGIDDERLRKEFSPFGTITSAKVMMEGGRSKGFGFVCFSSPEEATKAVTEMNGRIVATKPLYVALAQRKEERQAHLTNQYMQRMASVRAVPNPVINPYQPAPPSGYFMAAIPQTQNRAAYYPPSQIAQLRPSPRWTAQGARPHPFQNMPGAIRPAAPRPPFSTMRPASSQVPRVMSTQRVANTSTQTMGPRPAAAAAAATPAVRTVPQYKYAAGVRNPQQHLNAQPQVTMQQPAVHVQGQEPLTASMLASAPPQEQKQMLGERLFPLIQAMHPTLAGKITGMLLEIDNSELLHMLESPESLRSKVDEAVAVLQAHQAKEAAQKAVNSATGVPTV
Rpn11 block – Rpn11 (human) deubiquitinase inhibition. O00487. human 26S proteasome, Ub4-pepOG fluorescence polarization; 20S core pre-blocked with epoxomicin. calls only at 20 µM. 360,000 tested, 0.59% active;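 active means inhibition at 20 µM, scaled to each plate's controls, above about 33%, limit read from the data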
Target sequence (O00487 whole entry, looked up): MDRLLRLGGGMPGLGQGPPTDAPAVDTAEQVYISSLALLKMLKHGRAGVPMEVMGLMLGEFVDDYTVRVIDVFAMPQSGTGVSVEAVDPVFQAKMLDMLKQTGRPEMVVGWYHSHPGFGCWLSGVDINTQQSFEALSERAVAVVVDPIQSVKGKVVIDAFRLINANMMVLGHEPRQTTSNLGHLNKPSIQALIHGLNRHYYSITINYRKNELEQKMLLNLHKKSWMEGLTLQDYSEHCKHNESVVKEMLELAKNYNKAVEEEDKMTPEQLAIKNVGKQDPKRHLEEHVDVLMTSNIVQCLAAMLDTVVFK
CSN inh – CSN deneddylation inhibition; Purified CSN, SCF-Nedd8-OG deneddylation, fluorescence polarization; inhibition, % at 12.5 µM; 360,000 tested, 0.38% active; AID 651999;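 active means pattern-corrected inhibition above about 35%, with an unprinted fluorescence ratio check between 0.5 and 1.5, limit read from the data, passing the limit was not always enough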;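 further: 0% = enzyme with substrate and 100% = substrate without enzyme; some results filed as inactive read as strong as hits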
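Assay system: HEK293T-derived human Csn5 enzyme; quantity: 0.24 nM enzyme; medium: Tris/NaCl/DTT buffer, pH 7.5; also added: substrate SCFSkp2-Nedd8OG, 10 nM; doses: 12.5 µM compound; schedule: 90 min reaction at room temperature; signal: FP; read-out: % inhibition of substrate cleavage by Csn5; benchmarks: substrate-only high control, full reaction low control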
SKN-1 block – inhibitors of C. elegans SKN-1. C. elegans VP596 Pgst-4::GFP/RFP ratio, acrylamide-induced, 24 h. inhibition, % at 21.8 µM. 360,000 tested, 0.49% active. AID 624304;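 active means interference check ratio from 0.5 to 1.5 plus GFP to RFP signal ratio inhibition reaching or exceeding a fixed threshold, cut at about 30% in these data, passing the limit was not always enough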; further: some compounds called inactive have numbers as strong as hits
* hit, by the source's call; i = inactive; . = no result given; + = active, no number.

molecule	Neddyl block	Rin1 Abl inh	FAS-TE inh	NadD block	MT1-MMP act inh	PABP1 MLLE inh	Rpn11 block	CSN inh	SKN-1 block
O=C(NCCOc1cccc(Oc2ccccc2)c1)c1cc(-n2cnnc2)ccc1Cl	i	5	11	19	2	-15	i	-1	6
COc1cc([C@@H]2CC=C(C(=O)O)CN2S(=O)(=O)c2ccc(C)cc2)cc(OC)c1OC	i	1	-10	-5	1	14	i	-4	-1
CC(=O)O[C@@]1(C)C[C@@H](O)[C@]2(O)C=CO[C@@H](O[C@@H]3O[C@H](CO)[C@@H](O)[C@H](O)[C@H]3O)[C@@H]21	i	6	-10	2	0	1	i	-3	17
Cc1ccc(NC(=S)Nc2cccc(S(=O)(=O)Nc3c(C)n(C)n(-c4ccccc4)c3=O)c2)cc1	i	2	4	-1	1	26	i	6	10
Cc1ccc(NC(=S)N/N=C/c2ccc([N+](=O)[O-])s2)cc1	i	0	1	-3	-13	11	i	17	11
Cc1nc(NC(C)c2ccccc2)c2c3c(sc2n1)CCC3 (configuration not stated)	i	-2	23	3	9	5	i	-1	20
O=C(COC(=O)c1cccc(S(=O)(=O)N2CCOCC2)c1)Nc1nc(-c2ccccc2Cl)cs1	i	2	29	14	1	-9	i	2	13
CSCC[C@H](NC(=O)C1CCN(S(=O)(=O)c2ccc(C)cc2)CC1)C(=O)NCc1ccco1	i	4	-6	0	2	6	i	0	-12
COc1ccc2oc(C(=O)OCC(=O)N(C)c3c(N)n(Cc4ccccc4)c(=O)[nH]c3=O)c(C)c2c1	+	2	-9	3	2	-37	i	1	2
CN(C)CCN(C)c1cc2c(c3c1ccn3C)C1CCC2O1 (configuration not stated)	i	-4	0	-4	-3	8	i	1	4
CC1(C)C(C=C(Cl)Cl)C1C(=O)NC(O)C(=O)c1ccccc1 (configuration not stated)	i	0	12	-1	3	-10	i	-1	-3
CCn1nnnc1NCc1ccc(OCc2c(F)cccc2Cl)c(OC)c1	i	0	0	-8	-1	-3	i	-2	1
COc1ccc(/C=C(\NC(=O)c2ccco2)C(=O)NC(Cc2ccccc2)C(=O)O)cc1 (configuration not stated)	i	1	-4	-4	-4	-5	i	0	6
C[C@@H]1CN([C@@H](C)CO)C(=O)c2cc(Br)cnc2O[C@H]1CN(C)C(=O)c1ccc2c(c1)OCO2	i	3	-7	1	2	10	i	8	-3
COc1ccc(C(=O)NN=C2CCCC2)cc1OC	i	-2	-1	0	-2	-9	i	-1	7

Looked up by compound from above (four):
molecule	Neddyl block	Rin1 Abl inh	FAS-TE inh	NadD block	MT1-MMP act inh	PABP1 MLLE inh	Rpn11 block	CSN inh	SKN-1 block
CSCC[C@H](NC(=O)C1CCN(S(=O)(=O)c2ccc(C)cc2)CC1)C(=O)NCc1ccco1	i	4	-6	0	2	6	i	0	-12
COc1ccc(/C=C(\NC(=O)c2ccco2)C(=O)NC(Cc2ccccc2)C(=O)O)cc1 (configuration not stated)	i	1	-4	-4	-4	-5	i	0	6
Cc1ccc(NC(=S)N/N=C/c2ccc([N+](=O)[O-])s2)cc1	i	0	1	-3	-13	11	i	17	11
COc1cc([C@@H]2CC=C(C(=O)O)CN2S(=O)(=O)c2ccc(C)cc2)cc(OC)c1OC	i	1	-10	-5	1	14	i	-4	-1

(cont.)
molecule	Neddyl block	Rin1 Abl inh	FAS-TE inh	NadD block	MT1-MMP act inh	PABP1 MLLE inh	Rpn11 block	CSN inh	SKN-1 block
Cc1ccc(CC(SCc2ccccc2)C(=O)O)cc1C (configuration not stated)	i	3	-3	1	-2	26	i	0	10
N#C/C(=C\c1c[nH]c2ccccc12)C(=O)NC1CC1	i	-3	-6	-2	4	-5	i	2	4
COC(=O)c1ccc(OCC(=O)c2ccc(C)c(C)c2)cc1	i	-1	17	-8	4	13	i	-7	-6
COC(=O)[C@H](C(C)C)N(Cc1ccccc1)S(=O)(=O)CCNC1CCCC1	i	0	-2	-1	0	0	i	-1	20
CCc1cc(C(=O)N2CCCC(CNC(=O)c3ccc(-c4ccccc4)cc3)C2)no1 (configuration not stated)	i	2	4	1	2	-3	i	6	-3
CCOCCc1nnc(NC(=O)c2cc(OC)c(OC)cc2[N+](=O)[O-])s1	i	2	-4	-7	1	1	i	-6	15
Cc1ccc(C)c(S(=O)(=O)N2CCCOC2CNC(=O)C(=O)NCCCn2ccnc2)c1 (configuration not stated)	i	-3	-15	-2	-1	2	i	-7	-4
CC(=O)C1=C(C)NC(C)=C(C(C)=O)C1c1cccs1	i	0	-2	0	11	13	i	-4	-8
CC(=O)c1ccc(OCCCC(=O)Nc2cccc(S(=O)(=O)N3CCOCC3)c2)cc1	i	5	-1	-3	1	-4	i	-4	4
O=C(N/N=C/c1ccc2c(c1)OCO2)c1cc2ccccc2o1	i	-3	-5	-6	7	3	i	6	-11
COc1ccc(-n2c(CN3CCOCC3)nc3ccc([N+](=O)[O-])cc3c2=O)c(OC)c1	i	0	-2	4	0	-2	i	0	2
Cn1c(NCCc2ccncc2)nc2cc(-c3cccc(Cl)c3)sc2c1=O	i	1	1	-1	4	-3	i	4	10
COc1cccc(C(=O)N2CCCc3ccccc32)c1	i	-5	-5	-4	1	-10	i	-2	-16
COc1c2n(C)ccc3c-2n(c(=O)c1=O)c1ccccc31	.	-9	-6	3	6	-3	i	0	-8
Cc1cc(C)cc(NC(=O)COc2coc(CN3CCN(c4ccccc4)CC3)cc2=O)c1	i	2	2	-1	0	-1	i	3	0

Records above printed as active in Neddyl block:
SMILES	Neddyl block	Rin1 Abl inh	NadD block	MT1-MMP act inh	PABP1 MLLE inh	Rpn11 block	CSN inh	SKN-1 block
COc1ccc2oc(C(=O)OCC(=O)N(C)c3c(N)n(Cc4ccccc4)c(=O)[nH]c3=O)c(C)c2c1	+	2	3	2	-37	i	1	2

Single entries from the entries so far:
COC(=O)c1ccc(OCC(=O)c2ccc(C)c(C)c2)cc1 in SKN-1 block is listed with -6
Cc1ccc(CC(SCc2ccccc2)C(=O)O)cc1C (configuration not stated) in NadD block is listed with 1

Full records from above. Order of values: Neddyl block	Rin1 Abl inh	FAS-TE inh	NadD block	MT1-MMP act inh	PABP1 MLLE inh	Rpn11 block	CSN inh	SKN-1 block
`COc1ccc(-n2c(CN3CCOCC3)nc3ccc([N+](=O)[O-])cc3c2=O)c(OC)c1` is listed as i	0	-2	4	0	-2	i	0	2
`Cn1c(NCCc2ccncc2)nc2cc(-c3cccc(Cl)c3)sc2c1=O` is listed as i	1	1	-1	4	-3	i	4	10
`CC(=O)C1=C(C)NC(C)=C(C(C)=O)C1c1cccs1` is listed as i	0	-2	0	11	13	i	-4	-8
`N#C/C(=C\c1c[nH]c2ccccc12)C(=O)NC1CC1` is listed as i	-3	-6	-2	4	-5	i	2	4
`Cc1ccc(CC(SCc2ccccc2)C(=O)O)cc1C` (configuration not stated) is listed as i	3	-3	1	-2	26	i	0	10

More entries
molecule	Neddyl block	Rin1 Abl inh	FAS-TE inh	NadD block	MT1-MMP act inh	PABP1 MLLE inh	Rpn11 block	CSN inh	SKN-1 block
CCc1cc2c(Nc3ccccc3O)nc(C)nc2s1	i	-1	-4	-5	-2	-22	i	-6	-2
O=C1/C(=C/c2ccc3c(c2)OCO3)SC(=S)N1CCC(=O)N(CCO)c1ccccc1	i	-3	-5	-10	25	-56	i	17	16
Cc1ccc(OCc2cc(C(=O)NCC(C)c3ccccc3)no2)cc1C (configuration not stated)	i	-3	22	3	-2	13	i	2	24
O=C(/C=C/c1ccco1)NC(=S)Nc1ccccc1	i	-4	8	-2	-3	10	i	9	15
O=C1CSc2ccc(S(=O)(=O)NCc3ccccc3)cc2N1	i	5	-1	-8	-1	3	i	4	2
S=C(NC1CCCCC1)N1CCC(C2C=NC=N2)CC1 (configuration not stated)	i	-4	-8	1	3	-117	i	-2	1
COc1ccc2cc3cc(C(=O)NCc4ccccn4)oc3nc2c1	.	-3	0	9	11	10	i	8	1
CC(C)COc1ccc(-c2nn(-c3ccccc3)cc2CO)cc1	i	0	19	-9	4	-11	i	5	13
N#C/C(=C/c1ccncc1)c1nc2ccccc2s1	i	-5	-2	1	-92	-3	.	13	-2
CC12C=CC(=O)C=C1CCC1C2C(=O)CC2(C)C1CCC2(O)C(=O)CO (configuration not stated)	i	-1	-4	-2	-2	7	i	-3	-14
CCCCP(=O)(c1ccccn1)c1ccccn1	i	2	-2	-3	2	0	i	5	-12
C#CCNC(=O)C1=C[C@@H](c2ccc3c(c2)OCO3)C[C@@H](OCc2ccc(CO)cc2)O1	i	0	-6	-3	1	-3	i	-7	14
CCCOc1ccc(NC(=O)CC2C(=O)N(Cc3ccccc3)C(=S)N2Cc2cccs2)cc1 (configuration not stated)	i	5	27	0	-3	-24	i	5	2
CN(C(=O)COn1nnc2ccc(Cl)cc21)C1CCS(=O)(=O)C1 (configuration not stated)	i	-1	-8	-6	3	-4	i	-3	14
COc1ccccc1/C=C(/NC(=O)c1ccccc1)C(=O)NCCCn1ccnc1	i	-4	-5	-2	-1	8	i	-1	2
O=C(Nc1ccc(CN2CCCCC2)cc1)c1c(F)c(F)c(F)c(F)c1F	i	1	-4	-1	-1	8	i	4	4
CC(=O)Oc1ccccc1C1OC(=O)c2ccccc2N1C(C)=O (configuration not stated)	i	-1	-6	-4	-1	-9	i	-3	-4
COc1ccc(-c2n[nH]c(=S)n2-c2ccc3c(c2)OCCO3)cc1OC	i	1	-10	1	8	-4	i	-5	-5

From PubChem BioAssay

Not a hit list; overall some 3.9% were active at least once.
